S1P4 antagonist – blocks the human S1P4 receptor | actives 0.26% (n = 220,000) | inhibition, % at 4.98 µM | S1P4-expressing cells, antagonist mode, reporter read-out | AID 1510 | O95977; in the data active means inhibition above about 29%;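 further: 0% = wells stimulated with agonist and 100% = vehicle wells without agonist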
NPY1 pot ag – potentiators or agonists of human neuropeptide Y receptor Y1 | NPY-Y1 expressing cells, potentiator/agonist activation | activation, % at 3.6 µM | actives 0.37% (n = 220,000) | AID 1304; in the data active means activation above about 33%, passing the limit was not always enough;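 further: cells stimulated with NPY at EC10 then isoproterenol at EC100; 0% = low agonist plus stimulus and 100% = saturating agonist plus stimulus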
Target sequence (P25929 whole entry, looked up): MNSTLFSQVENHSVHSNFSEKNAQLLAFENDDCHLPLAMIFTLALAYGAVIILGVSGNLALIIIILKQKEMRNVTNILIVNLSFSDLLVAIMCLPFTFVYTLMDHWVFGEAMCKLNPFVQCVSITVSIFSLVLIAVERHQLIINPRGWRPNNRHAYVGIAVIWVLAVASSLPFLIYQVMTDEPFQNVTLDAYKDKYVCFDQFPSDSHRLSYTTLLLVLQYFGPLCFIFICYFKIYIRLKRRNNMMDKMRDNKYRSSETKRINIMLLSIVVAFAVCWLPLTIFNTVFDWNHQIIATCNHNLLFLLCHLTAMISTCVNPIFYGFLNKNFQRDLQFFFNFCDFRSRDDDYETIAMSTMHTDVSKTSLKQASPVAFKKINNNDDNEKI
eIF4E-4G inh – inhibitors of eIF4E and eIF4G interaction in translation initiation. P63073+Q04637. TR-FRET eIF4E-eIF4GI(517-606) binding, 2 h. inhibition, % at 21.7 µM. actives 0.37% (n = 220,000). AID 782;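 active means inhibition above about 30%, limit read from the data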;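 further: 0% = full FRET control wells and 100% = background wells lacking eIF4GI fragment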
EP2 modulator – modulators of human EP2 prostaglandin E2 receptor | P43116 | EP2-expressing cells, cAMP HTRF FRET, PGE2 co-stimulation | induction, % at 25 µM | actives 0.83% (n = 260,000);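 active means compounds whose cAMP rise, as percent of the full-agonist control response, exceeds 60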;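 further: rat C6 glioma line stably carrying human EP2 under a CMV promoter; the protocol text gives 20 µM as final concentration; 100% = response of wells given 1 µM PGE2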
Target sequence (P43116 whole entry, looked up): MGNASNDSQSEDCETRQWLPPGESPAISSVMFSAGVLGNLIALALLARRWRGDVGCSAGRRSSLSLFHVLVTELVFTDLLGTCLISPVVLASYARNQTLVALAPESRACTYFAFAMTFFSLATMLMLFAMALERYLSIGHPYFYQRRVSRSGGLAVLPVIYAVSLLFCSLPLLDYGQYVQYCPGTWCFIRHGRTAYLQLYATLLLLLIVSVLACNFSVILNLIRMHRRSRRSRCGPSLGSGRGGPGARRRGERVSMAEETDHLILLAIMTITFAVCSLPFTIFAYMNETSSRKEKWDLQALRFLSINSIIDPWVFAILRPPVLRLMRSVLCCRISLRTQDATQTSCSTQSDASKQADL
NPY Y1 blocker – blocks the human neuropeptide Y Y1 receptor. inhibition, % at 3.6 µM. P25929. actives 1% (n = 200,000). AID 1040. HEK293-CNG Y1 cells, membrane potential fluorescence; NPY at EC95, then isoproterenol;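 active means inhibition above the campaign mean inhibition of all tested compounds plus 3 SD, cut at about 20% in these data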;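 further: 0% = DMSO wells given NPY plus isoproterenol and 100% = isoproterenol alone without NPY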
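Material: HEK293 Y1/CNG channel cell line | Also added: NPY (25 nM), isoproterenol (1 µM), Ro 20-1724 (25 µM) | Compound: One concentration, 3.6 µM, in 0.4% DMSO | Schedule: 3 h dye uptake, 1 h room-temperature compound, 45 min post-isoproterenol | Signal: Membrane-potential fluorescent dye readout | Read-out: % inhibition of NPY effect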
p97 ATPase inh – inhibitors of human p97 ATPase; recombinant p97 ATPase, Kinase-Glo ATP luminescence, 3 h; inhibition, % at 8 µM; actives 0.42% (n = 220,000); in the data active means inhibition above about 15%;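 further: 0% = DMSO vehicle and 100% = wells lacking enzyme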
NPY2 pot ag – potentiates or activates human NPY-Y2 receptor | actives 0.45% (n = 220,000) | activation, % at 3.6 µM | cells expressing NPY-Y2, potentiator/agonist read-out; in the data active means activation above about 27%;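 further: cells stimulated with NPY near EC25 plus isoproterenol at EC100; 0% = vehicle plus submaximal agonist and 100% = vehicle plus saturating agonist; some results beyond the cut were filed as inactive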
S1P4 ag – agonists of human S1P4 receptor. O95977. S1P4-expressing cell line, agonist reporter assay. activation, % at 4.98 µM. actives 0.35% (n = 220,000); in the data active means activation above about 11%;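 further: 0% = DMSO vehicle and 100% = reference agonist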
PGE2 EP2 inh – EP2 receptor (human) inhibition; C6 glioma cells expressing human EP2, cAMP TR-FRET; cells stimulated with saturating PGE2; inhibition, % at 25 µM; actives 0.52% (n = 260,000); AID 1422;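 active means percent inhibition above 40 after rounding to a whole number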;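 further: rat C6 glioma host cells with rolipram phosphodiesterase inhibitor present; the protocol text gives 20 µM as final concentration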
* = called active by the depositor; . = not tested or not shown; & = joins results of further samples; [ ] = another dose, or the depositor's remark. Some of the compounds tested; count on the stated rates, not on these rows.

SMILES	S1P4 antagonist	NPY1 pot ag	eIF4E-4G inh	EP2 modulator	NPY Y1 blocker	p97 ATPase inh	NPY2 pot ag	S1P4 ag	PGE2 EP2 inh
O=C(NC(Cc1c[nH]c2ccccc12)C(=O)Nc1ccc(F)c([N+](=O)[O-])c1)c1cccs1 (configuration not stated)	0	44	4[fluorescence artefact?]	-7	-7	8	19	0.0	12
Cc1ccc(Nc2cc(=O)[nH]c(=O)[nH]2)cc1C	6	3	4	31	-2	4	1	0.0	7
COCCn1nnnc1C(CC(C)C)N1CCN(c2nc3ccccc3s2)CC1 (configuration not stated)	-4	8	7	-20	-4	-3	-1	1.4	6
CCN(CC)C(=O)/C(=C/c1cn(S(=O)(=O)N(C)C)c2ccccc12)NC(=O)c1ccc(OC)cc1	-3	17	1	-1	-3	2	12	0.1	4
Cn1nnnc1SCC(=O)Nc1nc2c(s1)CCCC2	-21	15	6	6&-7	1	1	6	2.5	8&13
COc1ccc(S(=O)(=O)NC2CC(C)(C)NC(C)(C)C2)c(C)c1C	-6	3	3	-4	4	0	9	-0.8	19
Cc1ccc(C)c(NC(=O)c2nc(-c3ccccc3)n(-c3ccccc3)n2)c1	8	-19	0	45	2	-5	-14	-0.1	-1
CCn1c(SCC(=O)N2CCCC2)nnc1-c1ccc(S(=O)(=O)N2CCCCCC2)cc1	-1	-11	-3	12	-5	-8	-5	-1.6	3
O=[N+]([O-])c1cccc(C2NCC(c3ccccc3Cl)c3c2[nH]c2ccccc32)c1 (configuration not stated)	-8	21	-2	-44	-5	5	6	0.1	3
Cn1c2ccc(CC(=O)O)cc2c2cc(CC(=O)O)ccc21	-11	-10	3	6	4	-2	7	-0.1	10
CCOC(=O)c1cc(C)n(CCCN2CCOCC2)c1C	-16	-1	11	-2	-3	1	-7	2.3	13
C#CCOCCOCCOCCNc1nc(N2CCN(C(=O)[C@H](CCC(=O)O)n3cc(C(N)[C@H](C)CC)nn3)CC2)nc(N2CCN(C(=O)[C@H](Cc3ccc(O)cc3)n3cc(C(N)[C@H](C)CC)nn3)CC2)n1 (some centres not stated)	2	5	3	11	-4	-1	3	-1.8	17
Cc1ccc(NC(=O)CSc2nc3[nH]ncc3c(=O)[nH]2)c(C)c1	-12	-12	2	-21	-3	-1	-23	3.8	0
COc1ccc(C(=O)NC(=S)NCc2cccnc2)cc1[N+](=O)[O-]	-17	6	1	2	4	8	-5	-0.6	8
CN(NC(=O)c1ccc(Cl)cc1)c1cccc(Cl)n1	4	5	1	-9	5	4	-1	1.7	6
CCOC(=O)C(NC(=O)c1ccccc1)=C1CCCCC1	11	-1	1	34	2	-9	-16	1.4	6
COc1ccc(C(=O)Cc2nnc(C)s2)c(OC)c1	-3	17	-10	-5	1	-3	8	0.2	0
Cc1ccc(Nc2nc(N)c([N+](=O)[O-])c(NCCO)n2)cc1	-11	9	-1	9	.	7	15	0.8	6
Cn1c(=O)c2cc(S(=O)(=O)NC(C(=O)Nc3cccnc3)c3ccccc3)ccc2n(C)c1=O (configuration not stated)	-22	-4	-2	9	-1	0	1	-1.6	7
COc1ccccc1Nc1cc(C(=O)NCc2cccnc2)c2ccccc2n1	-9	-21	0	-25	.	-3	-12	-1.1	6
Cc1cc(N2C(=O)c3ccc(C(=O)NCc4ccccc4)cc3C2=O)no1	-5	-21	-5	15	9	-3	-2	1.4	5
CCC(=O)Nc1cccc(-c2cn3cccc(C)c3n2)c1	-11	0	0	-12	.	1	-26	0.8	4
O=C(N/N=C/c1ccco1)C1CC1c1ccccc1 (configuration not stated)	-19	-19	8	9	10	-3	6	-0.1	5
CC(C)Cc1nc(SCc2cccnc2)c2c(=O)n(C)c(=O)n(C)c2n1	-3	-12	-2	63*	9	-4	-9	1.0	5
C1=C(c2cccc3ccccc23)N2CCN=C2S1	-7	-19	5	-8	4	6	3	1.9	5

(more compounds)
SMILES	S1P4 antagonist	NPY1 pot ag	eIF4E-4G inh	EP2 modulator	NPY Y1 blocker	p97 ATPase inh	NPY2 pot ag	S1P4 ag	PGE2 EP2 inh
Cc1ccc(C(=O)N2CC(=O)Nc3ccccc32)o1	-12	22	-2	12	2	-2	7	1.4	11
O=C(Nc1ccc(S(=O)(=O)Nc2nccs2)cc1)c1ccc(F)c(S(=O)(=O)N2CCOCC2)c1	7	-2	-2	19	5	3	13	1.4	5
CCOc1ccc(NC(=O)C2CCN(c3nnnn3-c3ccccc3)CC2)cc1	-1	-5	-2	-14	5	1	-5	-2.5	11
COc1cc(OC)cc(OCC(O)Cn2cnc3cc(C)c(C)cc32)c1 (configuration not stated)	3	-14	-6	-14&-15	-4	1	-7	-3.2	11&12
Cc1nc(SCC(=O)c2ccc(Cl)s2)c2oc3ccccc3c2n1	-6	12	-12	12	0	0	11	0.7	4
COc1ccc(-n2c(Cc3cccn3C)nnc2SCC(=O)Nc2ccccc2OC)cc1	-11	8	3	28	2	2	13	-0.1	5
CCOC(=O)C1=C(Nc2ccccc2)CC(C)(O)C(C(=O)OCC)C1c1ccccc1 (configuration not stated)	-17	1	-3[fluorescence artefact?]	20	4	-3	-3	-2.1	6
COc1ccc(N(CC(=O)NCc2ccccc2)S(=O)(=O)c2c(C)noc2C)cc1	-4	-21	-1	-5	5	-8	-25	-0.9	5
Cc1cc(OCC(=O)NC(C)(C)C)ccc1Cl	-23	5	4	-13	-1	-3	-6	0.3	1
CC(C)(C)C(=O)CC(=O)Nc1ccc(Cl)c(N)c1	5	11	-8	0	2	2	0	-1.5	9
O=C(Nc1cccc2ccccc12)NC1Cc2ccccc2C1	0	-7	2	-33	.	6	-16	-1.9	6
O=C(O)c1cc(-c2ccncc2)nc2ccc(S(=O)(=O)N3CCOCC3)cc12	-11	4	5	12	2	2	-2	0.9	8
CCCCNC(=O)N1CCOCCOCCN(C(=O)NCCCC)CCOCCOCC1	-1	-4	1[fluorescence artefact?]	15	5	-1	11	-1.9	4
Cc1csc2ncc(C(=O)Nc3ccc(C(F)(F)F)cc3)c(=O)n12	-12	-5	2	1	-1	-3	-7	-1.5	17
C(=C\c1ccccc1)/C=N/Nc1nc2ccccc2[nH]1	6	-62	5	-4	7	6	3	0.3	6
COc1ccc(OC)c(N2Cc3ccccc3C2)c1	-8	-5	7	57	3	1	14	0.4	13
COc1ccc(C)cc1NC(=O)C(OC(=O)c1ccc(Cl)c(S(=O)(=O)N(C)c2ccccc2)c1)c1ccccc1 (configuration not stated)	-6	-11	-4	-5	-3	6	-2	-1.7	11
CC(C)(C)[C@]1(O)CCN2C[C@H]3c4ccccc4CCc4cccc(c43)[C@@H]2C1	12	-41	3	5&35&48	4	1	-4	1.6	10&8&16
Cn1nc(C(=O)Nc2ccc(S(=O)(=O)Nc3ncccn3)cc2)ccc1=O	-10	-11	-4	-6	.	4	8	-0.4	13
Cc1ccccc1/C=N/Nc1ncnc2nc[nH]c12	5	-4	5	-6	.	1	13	0.3	9
Cc1noc(C)c1COc1ccc2ccc(=O)oc2c1	-6	-24	8	1	-1	-2	1	0.6	12
O=C(CN1C(=O)C2CCCCC2C1=O)Nc1nccs1 (configuration not stated)	-4	-14	3	-13	-1	-6	-3	-1.2	10
CC1CCN(S(=O)(=O)c2cccc(C(=O)N(C)C3CCS(=O)(=O)C3)c2)CC1 (configuration not stated)	19	7	-1	-2	3	2	2	0.1	7
Cn1c(=O)[nH]c(=O)c2c1nc(NCCCn1ccnc1)n2CCOc1ccccc1	-7	3	-2	1	1	5	6	0.1	5
O=C(Cc1ccc2c(c1)OCCO2)N1CCN(S(=O)(=O)c2cccs2)CC1	-4	9	0	-13	-6	6	-4	1.1	2

(listing goes on)
SMILES	S1P4 antagonist	NPY1 pot ag	eIF4E-4G inh	EP2 modulator	NPY Y1 blocker	p97 ATPase inh	NPY2 pot ag	S1P4 ag	PGE2 EP2 inh
CC(C)N1CCC(=NNc2ccc([N+](=O)[O-])cc2S(=O)(=O)N2CCOCC2)CC1	-16	2	1	-5	-3	0	4	0.4	4
c1ccc(-n2c(-c3ccncc3)nnc2-c2ccco2)cc1	-17	10	-6	9	-1	-2	-11	-1.0	6
O=c1[nH]c2sc3c(c2c(=O)n1Cc1ccccc1)CCC3	-12	-4	3	0	11	5	-14	1.1	2
COc1cc(CN2CCCC(CO)(Cc3ccccc3C)C2)cc2c1OCO2 (configuration not stated)	-7	-22	-3	-43	11	-6	-28	0.3	2
CC(C)Cn1c(N)c(C(=O)CSc2nc3ccccc3c(=O)n2CCCN2CCOCC2)c(=O)n(C)c1=O	-5	-2	1	-28	1	-3	-6	2.4	4
Cn1c(N)c(C(=O)COC(=O)CCCc2c[nH]c3ccccc23)c(=O)n(C)c1=O	-11	-45	1	-13	30*	-3	-29	-1.1	22
COc1ccc(NS(=O)(=O)c2ccc(OC)c(NC(=O)CCC3CCCC3)c2)cc1	-8	0	10	38	11	0	5	6.6	4
O=S(=O)(CCc1ccccc1)N1CCOCC1	-6	17	7	5	-3	4	1	1.5	16
CC(NC(=S)NCCCN1CCOCC1)C1CC2CCC1C2 (configuration not stated)	9	-1	-6	-36	10	4	-20	1.0	11
CNS(=O)(=O)c1ccc(NCC2COc3ccccc3O2)c([N+](=O)[O-])c1 (configuration not stated)	-18	5	4	-82	-11	0	7	-1.1	1
CCOc1nnnc2c1sc1nc(N3CCOCC3)c3c(c12)CC(C)(C)OC3	2	-14	.	.	9	2	-5	-0.4	.
CCOC(=O)c1c(NC(=O)CSc2nnnn2-c2ccccc2)sc2c1CCC(C)C2 (configuration not stated)	-9	9	6	39	2	1	-4	0.5	9
COc1ccccc1Oc1coc2c(CN3CCN(C)CC3)c(O)ccc2c1=O	-14	-13	0[fluorescence artefact?]	10	-8	3	7	-1.4	3
Cc1occc1C(=O)Nc1ccccc1C(=O)O	-19	-43	0	26	-3	4	-6	-0.7	13
Fc1cnc(Cl)nc1N1CCN(c2ccccc2)CC1	0	20	0	10	.	3	4	0.9	3
COc1ccc(C(=O)N/N=C/c2c(CO)cnc(C)c2O)cc1	-5	-6	2	29	3	4	9	2.0	2
CCNC(=O)c1cc(Br)ccc1Cl	3	51*	-2	4	-2	7	-10	1.9	6
C[N+]1(CC#CC(O)(c2ccccc2)c2ccccc2)CCCC1	6	-12	1	26	-6	6	-16	2.4	4
CCOc1ccccc1NC(=S)NCCc1ccc(F)cc1	1	-12	-1	-85	-3	3	-12	4.3	3
O=[N+]([O-])c1ccc(Cl)c(S(=O)(=O)NCC2CCCO2)c1 (configuration not stated)	-26	7	11	15	2	-8	5	-0.2	6
COC(=O)c1[nH]c2ccc(F)cc2c1NC(=O)C1=COCCO1	-7	6	-3	3	6	1	-7	0.7	8
CCOC(=O)c1c(NC(=O)Cn2nc(C(F)(F)F)cc2C)sc2c1CCC2	1	-34	3	42	1	1	3	0.1	9

Taken from the listing, five compounds:
SMILES	S1P4 antagonist	NPY1 pot ag	eIF4E-4G inh	EP2 modulator	NPY Y1 blocker	p97 ATPase inh	NPY2 pot ag	S1P4 ag	PGE2 EP2 inh
COc1ccccc1Oc1coc2c(CN3CCN(C)CC3)c(O)ccc2c1=O	-14	-13	0[fluorescence artefact?]	10	-8	3	7	-1.4	3
Cc1occc1C(=O)Nc1ccccc1C(=O)O	-19	-43	0	26	-3	4	-6	-0.7	13
Fc1cnc(Cl)nc1N1CCN(c2ccccc2)CC1	0	20	0	10	.	3	4	0.9	3
COc1ccc(C(=O)N/N=C/c2c(CO)cnc(C)c2O)cc1	-5	-6	2	29	3	4	9	2.0	2
CCNC(=O)c1cc(Br)ccc1Cl	3	51*	-2	4	-2	7	-10	1.9	6

Bioassay records: PubChem BioAssay, several laboratories
